# Bioassay records (PubChem)
# IL2 activator – activates IL-2 in a cell-based reporter assay; actives 0.065% (n = 360,000); IL-2 activation reporter assay, cell-based qHTS; stimulated with anti-CD3/CD4/CD28 beads; in transgenic mouse T cells; AID 652025; activation, % (series mostly up to about 46 µM); in the data active means activation above about 50%; inconclusive means mostly about 30% to 49%; further: 0% is about no effect
#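 EGFP and DsRed fluorescence is measured by plate cytometry in unstimulated transgenic mouse T cells exposed to compound for 60 minutes, then stimulated 18 hours at 37 degrees C with anti-CD3/anti-CD4 beads plus anti-CD28.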
# PI5P4K alpha inh – inhibitors of human PI5P4K alpha; actives 1.2% (n = 330,000); AID 652105; max response, %; P48426; PI5P4Kalpha enzyme, ADP-Glo luminescence, 60 min; hits give low values; active means max response of -50% or lower; inconclusive means between -30% and -50%; inactive means -30% or higher; further: value at the top dose of about 77 µM; on the % scale 0 is the no-effect control and ±100 the full control effect
#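 Controls without substrate or without enzyme flank wells where PI5P4Kalpha converts substrate using 5 microM ATP (final). Incubation lasts 60 minutes at room temperature; ADP formed is read by ADP-Glo luminescence.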
# WRN inhibitor – WRN helicase (human) inhibition; Potency, µM (titrated, usually from 114 µM), inactives show top-dose activity change, negative = inhibition, hits mostly inhibitors; Q14191; actives 0.46% (n = 360,000); AID 651768; WRN helicase unwinding, fluorescent forked duplex, kinetic; further: potency means the concentration at half of the fitted maximal effect; on the % scale 0 is the no-effect control and ±100 the full control effect; nearly all actives have a fitted effect of over 55% in size
# Target sequence (Q14191 whole entry, looked up): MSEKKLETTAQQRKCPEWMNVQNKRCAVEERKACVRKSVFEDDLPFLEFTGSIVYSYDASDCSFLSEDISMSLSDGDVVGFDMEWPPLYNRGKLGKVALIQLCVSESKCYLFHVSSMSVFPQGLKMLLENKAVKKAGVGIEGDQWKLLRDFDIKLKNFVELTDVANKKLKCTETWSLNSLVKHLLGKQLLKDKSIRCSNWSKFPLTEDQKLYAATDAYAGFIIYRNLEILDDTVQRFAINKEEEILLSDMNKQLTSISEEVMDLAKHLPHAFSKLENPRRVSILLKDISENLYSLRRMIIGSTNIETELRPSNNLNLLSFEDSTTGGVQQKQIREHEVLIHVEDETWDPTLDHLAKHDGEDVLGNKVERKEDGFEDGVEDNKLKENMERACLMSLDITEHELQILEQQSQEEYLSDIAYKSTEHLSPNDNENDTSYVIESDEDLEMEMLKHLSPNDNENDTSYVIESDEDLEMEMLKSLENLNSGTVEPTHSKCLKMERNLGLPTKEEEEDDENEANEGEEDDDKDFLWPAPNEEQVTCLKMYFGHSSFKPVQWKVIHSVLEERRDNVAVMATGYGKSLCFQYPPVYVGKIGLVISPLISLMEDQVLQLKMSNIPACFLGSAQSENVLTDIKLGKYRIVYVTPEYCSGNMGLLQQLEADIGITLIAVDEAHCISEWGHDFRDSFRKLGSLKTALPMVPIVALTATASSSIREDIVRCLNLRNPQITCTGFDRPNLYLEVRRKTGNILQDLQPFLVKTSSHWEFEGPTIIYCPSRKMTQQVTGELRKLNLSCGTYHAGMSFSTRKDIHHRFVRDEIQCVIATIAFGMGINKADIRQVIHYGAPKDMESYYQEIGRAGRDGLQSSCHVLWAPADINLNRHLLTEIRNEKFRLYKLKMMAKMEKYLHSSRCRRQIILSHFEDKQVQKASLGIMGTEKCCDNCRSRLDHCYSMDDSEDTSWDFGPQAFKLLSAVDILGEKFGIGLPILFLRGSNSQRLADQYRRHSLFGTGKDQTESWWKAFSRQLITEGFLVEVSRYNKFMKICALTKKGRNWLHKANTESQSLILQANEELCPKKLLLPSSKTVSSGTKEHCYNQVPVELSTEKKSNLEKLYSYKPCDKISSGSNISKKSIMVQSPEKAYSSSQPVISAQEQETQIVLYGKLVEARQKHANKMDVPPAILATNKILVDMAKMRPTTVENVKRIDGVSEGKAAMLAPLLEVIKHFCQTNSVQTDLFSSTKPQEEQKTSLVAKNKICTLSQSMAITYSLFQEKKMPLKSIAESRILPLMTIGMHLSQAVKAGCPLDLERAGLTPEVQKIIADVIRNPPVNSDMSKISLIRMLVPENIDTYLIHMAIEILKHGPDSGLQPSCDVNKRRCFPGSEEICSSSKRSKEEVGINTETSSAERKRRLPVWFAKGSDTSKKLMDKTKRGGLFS
#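 Enzyme (20 nM final) and test compound sit together 15 min at room temperature before substrate addition. Substrate is a single-forked duplex oligonucleotide (100 nM) labelled with fluorophore and quencher, with 2 mM ATP; helicase unwinding raises red fluorescence, read kinetically.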
# Abeta yeast res – restores growth of yeast expressing A-beta42 peptide. yeast expressing A-beta42, growth rescue, OD600, 48 h; response scale: 0% DMSO, 100% iron-clioquinol control. Potency, µM (titrated, usually from 46.1 µM), for the others: at the highest dose growth rescue, most hits filed as activators. actives 0.063% (n = 410,000). AID 1347071; further: potency means the concentration at half of the fitted maximal effect; nearly all actives have a fitted effect of over 55% in size
#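 Growth rescue measured by 600 nm absorbance after 48 h yeast culture at 30 C with compound. Values normalized between DMSO and an equimolar ferric chloride plus clioquinol control.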
# EPAC1 agonist – EPAC1 (human) agonism | EPAC1 agonist qHTS, biochemical assay; response scale: 100% = response to 6.5 mM cAMP | Potency, µM (series often up to 154 µM), without a hit: at the highest dose activation, usual class: activators | actives 0.073% (n = 360,000); further: potency means the concentration at half of the fitted maximal effect; nearly all actives have a fitted effect of over 60% in size
#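 Multi-concentration qHTS readout: loss of Rap1B-bound BODIPY-GDP fluorescence driven by 100 nM EPAC1 with excess GDP (50 uM), monitored kinetically at room temperature; agonist response expressed relative to 6.5 mM cAMP.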
# PLK1 PBD block – PLK1 (human) polo-box domain binding inhibition; AID 720504; Potency, µM, for the others: max response, negative = inhibition, actives largely listed as inhibitors; Plk1 PBD binding of FITC phosphopeptide, fluorescence polarization; P53350; actives 2.8% (n = 360,000); further: potency means the concentration at half of the fitted maximal effect; series mostly up to about 57 µM; on the % scale 0 is the no-effect control and ±100 the full control effect; nearly all actives have a fitted effect of over 65% in size
# EPAC1 antag – EPAC1 (human) antagonism. O95398. EPAC1 GEF assay, Rap1b-BODIPY-GDP exchange fluorescence. Potency, µM (doses to about 115 µM), inactives show at the top dose activity change, negative = inhibition, actives largely listed as inhibitors. actives 0.14% (n = 360,000);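 further: potency means the concentration at half of the fitted maximal effect; plate controls were vehicle for no effect and positive control for full effect; nearly all actives have a fitted effect of over 50% in size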
# FUS suppressor – rescues growth of FUS-expressing yeast | S. cerevisiae FUS-expressing, growth rescue, OD600, 24 h | Potency, µM (highest dose often 76.6 µM), without a hit: at the top dose growth rescue (activation), hits mostly activators | actives 0.24% (n = 390,000) | AID 1347120;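 further: potency means the concentration at half of the fitted maximal effect; plate controls were DMSO vehicle for no effect and reference control for full effect; nearly all actives have a fitted effect of over 55% in size; some results filed as inactive show a strong effect at the top dose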
#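 Toxicity suppression screen in FUS-yeast. Cells induced with 2% galactose, starting OD 0.005, treated 24hr at 30C with compounds at multiple final concentrations; growth by OD600.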
# aSyn yeast inh – alpha-synuclein toxicity inhibition in yeast; Yeast expressing alpha-synuclein, growth rescue, BacTiter-Glo, 24 h; Potency, µM (doses to about 46.1 µM), without a hit: at the highest dose growth rescue (activation), hits mostly activators; actives 0.14% (n = 370,000); AID 652106; further: potency means the concentration at half of the fitted maximal effect; % of control where 0% means no effect; nearly all actives have a fitted effect of over 65% in size
#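 Screening used galactose-induced yeast with toxic alpha-synuclein levels, exposed to compound for 24 hr at 30 deg C. Cell growth, read with BacTiter-Glo luminescence, gave the measured signal.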
# Active calls of the source: *; ? = inconclusive; . = not tested or not shown; [ ] = remark or other dose. Unless noted, the call rests on the fitted dose curve; in most records, active means well fitted curve in the direction sought with a large enough effect; inconclusive means small, poorly fitted or top-dose-only effect, or another doubt; inactive means no such curve, though single readings can be large; an effect the other way counts as inactive or inconclusive.
nr | Structure | IL2 activator | PI5P4K alpha inh | WRN inhibitor | Abeta yeast res | EPAC1 agonist | PLK1 PBD block | EPAC1 antag | FUS suppressor | aSyn yeast inh
1 | CCN1C(=O)[C@@H]2[C@@H](c3ccc(-c4ccc(OC)cc4)c(OC)c3)N3CCC[C@@]3(C(=O)OC)[C@@H]2C1=O | -2.4 | -4 | -5% | 7% | -12% | 2% | 5% | 27% | 9%
2 | Nc1[nH]n(-c2ccccc2)c(=O)c1N=Nc1ccc2ncsc2c1 | -1.3 | ? | -13% | -26% | 5% | 27µM* | -8% | 32% | -20%
3 | CCOc1ccc(Cc2n[nH]c(=S)n2N)cc1 | 0.1 | 5 | 1% | 12% | -4% | ? | -8% | -27% | -2%
4 | O=C(CSc1nccc(=O)[nH]1)Nc1cc(C(F)(F)F)ccc1N1CCOCC1 | -3.9 | 2 | -12% | -3% | 3% | -11% | 0% | -5% | -1%
5 | O=C(CN1CCN(S(=O)(=O)c2cccc(Cl)c2)CC1)N1CCCCC1 | -0.2 | 1 | 1% | -14% | 1% | 3% | -6% | -7% | -9%
6 | Fc1ccccc1N1CCN(c2ncnc3nc[nH]c23)CC1 | 0.3 | -3 | 4% | -10% | -1% | -2% | 6% | -6% | 27%
7 | Cc1cccc(NC(=O)Nc2ccncc2)c1 | -2.8 | 5 | -4% | -3% | 4% | 3% | -15% | -6% | 2%
8 | CCCC(=O)Nc1ccc(S(=O)(=O)N2CCC(c3nc4ccccc4[nH]3)CC2)cc1 | -4.8 | -7 | 1% | 8% | 6% | -6% | -1% | 22% | -2%
9 | Cc1cccc(C)c1OCc1cc(C(=O)N2CCCCCCC2)no1 | -4.1 | 0 | -2% | 13% | -2% | 2% | -22% | 28% | -1%
10 | O=C(COC(=O)c1nc(Cl)ccc1Cl)Nc1cccc(S(=O)(=O)N2CCOCC2)c1 | 2.1 | -7 | -2% | 0% | -6% | -16% | 14% | 15% | -2%
11 | CN1CCCN(C(=O)c2cccc(Cl)c2)CC1 | -0.1 | -2 | 3% | 4% | 9% | 5% | -13% | -29% | 7%
12 | COc1ccccc1C1=NN(C(=O)c2ccccc2)C(c2ccc(Br)cc2)C1 (stereo unspecified) | -0.3 | 11 | -5% | 2% | 15% | -3% | -24% | -8% | 2%
13 | O=C(Cc1c[nH]c2ccccc12)N/N=C/c1cccc(F)c1 | -1.3 | 10 | -5% | 9% | -5% | -14% | 3% | . | 5%
14 | CC(C)(C)OC(=O)[C@H](Cc1ccccc1)NC(=O)c1ncn2c1c(=O)[nH]c1ccc(Br)cc12 | -2.6 | -10 | -6%[11.6 µM] | -5% | 3% | -24% | 13% | -24% | -3%
15 | CN(C)S(=O)(=O)N1CCC(Oc2ccc(C(=O)NC3CCOC(C)(C)C3)cc2)CC1 (stereo unspecified) | -0.4 | -2 | 0% | -8% | -12% | -3% | 15% | 10% | 1%
16 | CCOc1ccc(C(=O)NCCN(C)C)cc1 | -3.4 | . | 7% | -3% | 12% | -6% | 7% | -2% | -4%
17 | O=S(=O)(Cc1ccccc1)N1CCCC(c2nc(-c3ccc(F)cc3)no2)C1 (stereo unspecified) | -2.3 | . | -10% | 9% | 15% | -6% | -6% | 9% | -1%
18 | CC(C)NC(=O)c1ccc(COc2cccc3ccccc23)o1 | -2.6 | -10 | 5% | 0% | 1% | -6% | -4% | 15% | -2%
19 | CCC(=O)C1=C(N2CCCC2)CC(C)(C)CC1=O | 0.3 | -6 | -16% | 4% | 6% | -5% | -4% | -21% | 0%
20 | CC1CCN(c2nc3c(cc2C#N)COC(C)(C)C3)CC1 | -1.8 | 12 | 9% | -12% | -6% | -6% | -17% | -15% | 2%
21 | c1ccc(-c2nc(NCc3cccnc3)c3ccccc3n2)cc1 | -1.0 | . | -18% | 1% | 10% | -1% | -7% | -8% | 8%
22 | COc1cc(-c2cc(C(=O)Nc3ccc(N4CCOCC4)cc3)c3ccccc3n2)cc(OC)c1OC | 2.7 | 3 | -7% | -2% | 14% | -5% | -7% | 13% | 1%
23 | Cn1c2nc(=O)n(-c3ccccc3)c(=O)c-2nc2c1CCCC2 | -1.7 | -19 | 6% | -16% | ? | ? | -12% | 7% | 0%
24 | CCOc1cc(/C=N/NC(=O)C(=O)NCc2cccnc2)ccc1O | 0.0 | -2 | 9% | 0% | 9% | -5% | 5% | 0% | -5%
25 | CCC1=NN(C(=O)c2cccc([N+](=O)[O-])c2)C(O)(c2ccc(C)cc2)C1 (stereo unspecified) | 0.1 | 4 | -5% | 9% | 5% | -10% | -16% | 41% | -1%
26 | CC(C)CCNC(=O)NC(=O)COC(=O)c1cc(S(=O)(=O)N2CCOCC2)ccc1N1CCCCC1 | -0.7 | -3 | -1% | 0% | 2% | -7% | 6% | 11% | -5%
27 | CCN(CC(=O)Nc1cc(Cl)ccc1C)C(=O)Cc1ccsc1 | -0.8 | -1 | 1% | 18% | 9% | -4% | -8% | -4% | 0%
28 | CCCCC(=O)NC(=S)Nc1cccc(NC(=O)c2ccccc2)c1 | -0.8 | -2 | ? | -8% | -6% | -29% | 12% | 30% | -3%
29 | CCC1CCCCN1S(=O)(=O)c1ccc(NC(=O)c2nc(S(C)(=O)=O)ncc2Cl)cc1 (stereo unspecified) | -3.0 | -8 | -26% | -22% | -5% | 12µM* | -15% | 32% | 1%
30 | CC(=O)c1cccc(-n2nnnc2SCC(=O)Nc2ccccc2N2CCCCC2)c1 | -0.4 | 2 | -10% | 6% | 0% | -6% | -14% | 27% | 13%
31 | Cc1ccc(S(=O)(=O)N2C(=O)CCC2C(=O)Nc2ccc3c(c2)OCCO3)cc1 (stereo unspecified) | -3.4 | 0 | 0% | -7% | 1% | -6% | 7% | 15% | 0%
32 | Oc1cc(O)cc(-c2cc3ccc(O)cc3o2)c1 | 0.5 | ? | -16% | 4% | 4% | 2% | 9% | -5% | 0%
33 | COC(=O)Nc1nnc(/C=C/c2ccccc2)s1 | -0.1 | -18 | 0% | 2% | 11% | -2% | -7% | -3% | -3%
34 | NC(=O)c1ccc(-c2nnc(Nc3ccc(S(N)(=O)=O)cc3)c3ccccc23)cc1 | -2.1 | 0 | -23% | -10% | -3% | 6% | -14% | 21% | 0%
35 | COc1ccc(-c2nc3c(Br)c(N)c(Br)cc3o2)cc1 | -2.3 | . | -5% | 11% | 3% | 2% | -3% | 7% | 0%
36 | Cc1ccc(NC(=O)CS(=O)CC(=O)Nc2ccc(N3CCOCC3)cc2)cc1Cl (stereo unspecified) | -0.2 | -13 | -35% | -1% | 6% | ? | -4% | 12% | 0%
37 | CCCC(C)CO (stereo unspecified) | 0.4 | -1 | -4% | -20% | 6% | 0% | -3% | -46% | 8%
38 | CS(=O)(=O)Cc1cccc(C(=O)NN(c2ccccc2)c2ccccc2)c1 | -0.4 | 3 | -7% | -13% | 1% | -3% | 4% | -17% | 1%
39 | COC(=O)c1ccccc1S(=O)(=O)NNC(=O)C12CC3CC(CC(C3)C1)C2 | -0.6 | 1 | 4% | 1% | -2% | 0% | 3% | -7% | 0%
40 | O=C(O)C1=CC2C=C(Cl)C=CC2OC1=O (stereo unspecified) | -0.1 | 5 | -7% | -12% | -1% | -6% | -16% | . | 9%
41 | OC(c1ccc(Cl)c(F)c1)c1ncc(-c2ccccc2F)[nH]1 (stereo unspecified) | 0.3 | -2 | 2% | 2% | -8% | 2% | -19% | -18% | 17%
42 | Cc1ccc(S(=O)(=O)n2c3ccc(Cl)cc3c3nc(C)sc32)cc1 | -1.9 | -4 | -2% | 0% | -8% | 27µM* | 1% | 12% | 6%
43 | CC(=O)N/C(=C\c1ccccc1)C(=O)NCc1ccc2c(c1)OCO2 | 0.3 | 6 | 3% | -3% | 1% | -11% | -2% | -28% | -8%
44 | CC(=O)Nc1ccc(NC(=O)C2Cc3c(-c4ccc(Cl)cc4)ccnc3O2)cc1 (stereo unspecified) | 2.3 | -20 | -2% | -12% | -7% | 1% | -8% | 20% | 3%
45 | CN1NC(c2ccccc2)NN(C)C1=O | 0.0 | -18 | 11% | -42% | 9% | ? | -22% | -15% | 13%
46 | Nc1n[nH]c(-c2ccccc2)c1-c1ccccc1 | -0.3 | . | -2% | ? | 4% | -9% | 3% | 25% | -2%
47 | Cc1occc(=O)c1OCc1ccccc1 | 2.6 | 3 | 0% | 6% | 6% | -6% | -9% | 34% | -1%
48 | Cc1ccc(C(=O)NCC(=O)NCC(=O)OCc2ccc(Cl)cc2)cc1 | -2.2 | 10 | -16% | 6% | 3% | -3% | -30% | . | 11%
49 | O=C(N/N=C/c1ccc([N+](=O)[O-])cc1)c1cc(C2CC2)nc2ccccc12 | -0.4 | -3 | 0% | 14% | 0% | 5% | -14% | -19% | 11%
50 | CCOCCn1c(N2CCN(c3ccc(OC)cc3)CC2)nc2c1c(=O)[nH]c(=O)n2C | -0.7 | 2 | 4% | 9% | -4% | -9% | 21% | 11% | 1%

# Another view of part of the listing above.
35. COc1ccc(-c2nc3c(Br)c(N)c(Br)cc3o2)cc1
36. Cc1ccc(NC(=O)CS(=O)CC(=O)Nc2ccc(N3CCOCC3)cc2)cc1Cl (stereo unspecified)
37. CCCC(C)CO (stereo unspecified)
38. CS(=O)(=O)Cc1cccc(C(=O)NN(c2ccccc2)c2ccccc2)c1
39. COC(=O)c1ccccc1S(=O)(=O)NNC(=O)C12CC3CC(CC(C3)C1)C2
40. O=C(O)C1=CC2C=C(Cl)C=CC2OC1=O (stereo unspecified)
assay / compound	35	36	37	38	39	40
IL2 activator	-2.3	-0.2	0.4	-0.4	-0.6	-0.1
PI5P4K alpha inh	.	-13	-1	3	1	5
WRN inhibitor	-5%	-35%	-4%	-7%	4%	-7%
Abeta yeast res	11%	-1%	-20%	-13%	1%	-12%
EPAC1 agonist	3%	6%	6%	1%	-2%	-1%
PLK1 PBD block	2%	?	0%	-3%	0%	-6%
EPAC1 antag	-3%	-4%	-3%	4%	3%	-16%
FUS suppressor	7%	12%	-46%	-17%	-7%	.
aSyn yeast inh	0%	0%	8%	1%	0%	9%
